Screening data: PubChem, National Center for Advancing Translational Sciences (NCATS)
AmpC inh detg – inhibitors of E. coli AmpC beta-lactamase with detergent; P00811; AmpC hydrolysis of nitrocefin, absorbance 480 nm, 0.01% Triton; Potency, µM (titrated, usually from 114 µM), without a hit: at the top dose activity change, negative = inhibition, usual class: inhibitors; 0.041% of 370,000 active;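 further: potency means the concentration at half of the fitted maximal effect; 0% = no-compound wells and -100% = no-enzyme wells; nearly all actives have a fitted effect of over 25% in size; some results filed as inactive show a strong effect at the top dose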
Target sequence (P00811 whole entry, looked up): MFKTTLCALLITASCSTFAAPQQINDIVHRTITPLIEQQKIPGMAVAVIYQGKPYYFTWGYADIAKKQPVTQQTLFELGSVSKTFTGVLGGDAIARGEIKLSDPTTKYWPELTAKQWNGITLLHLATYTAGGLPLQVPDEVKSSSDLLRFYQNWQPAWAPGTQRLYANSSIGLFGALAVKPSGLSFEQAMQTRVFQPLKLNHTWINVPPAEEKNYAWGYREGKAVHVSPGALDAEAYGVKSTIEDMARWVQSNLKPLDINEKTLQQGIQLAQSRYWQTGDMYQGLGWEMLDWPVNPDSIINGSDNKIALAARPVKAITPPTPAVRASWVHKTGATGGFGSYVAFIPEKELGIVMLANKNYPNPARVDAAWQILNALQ
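20 mM phosphate pH 7.0 + 0.01% (detergent screen) or 0.0001% Triton X-100; 5.3 nM AmpC reagent; cpd preinc 15 min RT; nitrocefin (800 uM stock) to start; A480 q20 s × 4 min; Activity was normalised to no-enzyme and no-compound control wells.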
Sm TGR inh – blocks Schistosoma mansoni thioredoxin glutathione reductase; purified TGR, DTNB reduction, TNB absorbance 405 nm; Q962Y6; 3% of 360,000 active; Potency, µM (highest dose often 114 µM), inactives show top-dose activity change, negative = inhibition, most hits filed as inhibitors; further: potency means the concentration at half of the fitted maximal effect; nearly all actives have a fitted effect of over 60% in size
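Kinetic colorimetric format: TGR-catalysed, NADPH-driven DTNB reduction monitored via TNB absorbance. Enzyme dispensed at 20 nM; compound exposure 15 min at room temperature before reaction start.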
AMA1-RON2 inh – inhibitors of Plasmodium falciparum AMA1-RON2 interaction. AlphaScreen AMA1-biotinylated RON2 peptide binding. Potency, µM (top dose mostly 58.2 µM), for inactives: top-dose activity change, negative = inhibition, most hits filed as inhibitors. 0.2% of 360,000 active;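 further: potency means the concentration at half of the fitted maximal effect; 0% = vehicle wells and -100% = peptide control; nearly all actives have a fitted effect of over 45% in size; some results filed as inactive show a strong effect at the top dose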
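AMA1 (3D7) with his tag at 25 nM final met compounds first, then biotinylated RON2 peptide at 25 nM; detection used donor plus acceptor beads, 10 µg/mL apiece, read by AlphaScreen after 30 min at room temperature.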
AmpC inh no detg – AmpC beta-lactamase inhibition without detergent. 0.52% of 330,000 active. AmpC nitrocefin hydrolysis, absorbance 480 nm, 0.0001% Triton. Potency, µM (doses to about 57.1 µM), for the others: top-dose activity change, negative = inhibition, hits mostly inhibitors;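 further: potency means the concentration at half of the fitted maximal effect; plate controls were no compound for no effect and no enzyme for full effect; nearly all actives have a fitted effect of over 20% in size; some results filed as inactive show a strong effect at the top dose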
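20 mM phosphate pH 7.0 + 0.01% (detergent screen) or 0.0001% Triton X-100; 5.3 nM AmpC reagent; cpd preinc 15 min RT; nitrocefin (800 uM stock) to start; A480 q20 s × 4 min; Activity was normalised to no-enzyme and no-compound control wells.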
LmPK inh – inhibitors of Leishmania mexicana pyruvate kinase; Q27686; purified LmPK, Kinase-Glo ATP luminescence, 1 h; Potency, µM (highest dose often 57.5 µM), for the others: top-dose activity change, negative = inhibition, most hits filed as inhibitors; 0.37% of 290,000 active; further: potency means the concentration at half of the fitted maximal effect
Target sequence (Q27686 whole entry, looked up): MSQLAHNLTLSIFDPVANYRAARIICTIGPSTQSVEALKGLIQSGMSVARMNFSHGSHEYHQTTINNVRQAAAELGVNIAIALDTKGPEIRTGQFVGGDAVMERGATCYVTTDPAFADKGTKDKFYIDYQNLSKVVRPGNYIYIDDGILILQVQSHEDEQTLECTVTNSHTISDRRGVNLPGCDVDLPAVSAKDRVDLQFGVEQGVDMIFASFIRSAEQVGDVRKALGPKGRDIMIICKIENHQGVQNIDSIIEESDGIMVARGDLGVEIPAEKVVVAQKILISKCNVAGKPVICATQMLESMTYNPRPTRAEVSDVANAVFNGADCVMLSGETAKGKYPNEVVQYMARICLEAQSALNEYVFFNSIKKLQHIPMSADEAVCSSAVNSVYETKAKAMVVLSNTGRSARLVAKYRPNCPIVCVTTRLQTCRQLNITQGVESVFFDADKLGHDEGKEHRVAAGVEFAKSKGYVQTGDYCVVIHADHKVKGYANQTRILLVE
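Pyruvate kinase activity monitored as ATP production (luciferase luminescence). Conditions: 0.1 nM enzyme, 0.5 mM PEP, 0.1 mM ADP, 1 h, RT; normalized against uninhibited and no-enzyme wells.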
TbPYK inhibitor – inhibitors of Trypanosoma brucei pyruvate kinase; Potency, µM (doses to about 76.8 µM), for the others: at the highest dose activity, negative = inhibition, usual class: inhibitors; 0.12% of 410,000 active; TbPYK enzyme, Kinase-Glo Plus ATP luminescence, 45 min; Q57TT1; further: potency means the concentration at half of the fitted maximal effect; nearly all actives have a fitted effect of over 50% in size
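T. brucei PYK with substrate was exposed to pin-transferred compounds across a concentration series, then started with 130 uM ADP (final). After 45 min at room temperature, Kinase-Glo Plus luminescence was read, normalized and curve-fitted.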
HCMV inh – inhibitors of human cytomegalovirus. 4.5% of 410,000 active. activity change, negative = inhibition, % at 57.5 µM. AID 1259415. HFF cells, HCMV-luciferase reporter, 72 h; stronger effect = lower value; in the data active means activity change below about -60%; inconclusive means no clear call, values can overlap the other calls; inactive means above about -39%
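Luciferase read-out from HCMV-luciferase-infected HFFs (MOI 1 PFU/cell) 72 h post infection at 37C; compounds added after 16 h cell attachment; activity normalized between buffer-only basal and Salinomycin (10uM) inhibitor controls.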
* marks the source's active call; other numbers are inactive results; ? = inconclusive; / = no result given; & = joins results of further samples; [ ] = remark or other dose. Unless noted, the call rests on the fitted dose curve; in most records, active means well fitted curve in the direction sought with a large enough effect; inconclusive means small, poorly fitted or top-dose-only effect, or another doubt; inactive means no such curve, though single readings can be large; an effect the other way counts as inactive or inconclusive. Unless noted, on the % scale 0 is the no-effect control and ±100 the full control effect.

Screens in order: AmpC inh detg	Sm TGR inh	AMA1-RON2 inh	AmpC inh no detg	LmPK inh	TbPYK inhibitor	HCMV inh
COc1ccc(N2CCN(C(=O)c3c4c(nc5ccccc35)C(=O)N(C3CCCCC3)C4)CC2)cc1
    18%	0%	/	/	/	-2%	47
CCCCCN(C(=O)CCC(=O)OCc1cccc(C(F)(F)F)c1)c1c(N)n(CCCC)c(=O)[nH]c1=O
    -6%	2%	-3%	42%	-3%	2%	55
Cn1c(C2CCCCC2)nc2ccccc21
    0%	6%	-1%	-13%	-5%	-11%	-8
COc1ccc(OC)c(CCNC(=O)C(=O)Nc2ccc3nc4n(c(=O)c3c2)CCCCC4)c1
    15%	4%	17%	69%[activator]	0%	2%	0
CCC(NC(=O)c1ccccc1NC(=O)C(C)(C)C)C(=O)N1CC(C)OC(C)C1 (stereo not given)
    /	/	15%	21%	/	-9%	-23
O=c1c2ccccc2nc2n1CCS2
    ?	3%	-9%	-10%	-2%	-1%	7
COc1ccc(CNC(=O)C[C@H]2C[C@H](C(=O)N3CCCCC3)[C@@]3(C)c4[nH]c5ccc(Cl)cc5c4CCN3C2=O)cc1OC
    /	/	?	262%[activator]	/	0%	-24
CCCc1cc(=O)[nH]c(SCC(=O)Nc2ccc(C)c(S(=O)(=O)N3CCCCC3)c2)n1
    -2%	-7%	-4%	-18%	/	7%	29
CC(C)(C)c1ccccc1NC(=O)N1CCNC(=O)C1CC(=O)Nc1ccc(F)cc1 (stereo not given)
    -7%	-6%	-13%	111%[activator]	-4%	-5%	-2
CCOC(=O)CC1C(=O)NCCN1S(=O)(=O)c1ccccc1Cl (stereo not given)
    -1%	-21%	-3%	-25%	-3%	-9%	26
Nc1nccnc1C(=O)OCC(=O)NC1CCCc2ccccc21 (stereo not given)
    -1%	6%	38%[activator]	-17%	/	4%	3
O=C(C1CCC(=O)N1Cc1ccccc1Cl)N1CCC2(CC1)OCCO2 (stereo not given)
    -6%	2%	3%	-4%	7%	-1%	23
COCCNC(=O)c1cccc2c1C(=O)c1ccc(N3CCOCC3)cc1S2(=O)=O
    /	/	2%	-11%	/	-3%	-102*
CN(CCOc1ccccc1)C(=O)c1cc(S(=O)(=O)N2CCOCC2)ccc1Cl
    ?	-2%	-24%	54%	/	6%	-21
N#C/C(=C/c1ccc(Sc2nc3ccccc3[nH]2)o1)c1cccc(F)c1
    ?	-17%	1%	-43%	9%	13%	-103*
CCC(C)n1c(C)cc(=O)n1C(C)CC (stereo not given)
    /	/	-1%	/	/	-1%	-36
CC(=O)c1ccc(OCC(=O)Nc2ccc3c(c2)CCC3)cc1
    -1%	-8%	0%	-6%	3%	2%	-36
Cc1ccccc1S(=O)(=O)N1[C@@H](c2cccc(Cl)c2)C(C(=O)O)=CC[C@H]1c1ccc(Cl)cc1
    5%	-26%	-7%	1%	/	2%	-33
O=[N+]([O-])CCO
    -1%	?	-5%	-14%	/	-1%	46
CC(C)CN(C(=O)COC(=O)CSc1ccc([N+](=O)[O-])cc1)C1CCS(=O)(=O)C1 (stereo not given)
    ?	-3%	8%	19%	/	-14%	?
Cc1ccc2cc(CN(CCN(C)C)C(=O)Nc3ccc(Cl)cc3)c(=O)[nH]c2c1
    0%	-14%	8%	-34%	5%	1%	-1
O=C(Nc1cccc(S(=O)(=O)N2CCCC2)c1)C1CCCN1C(=O)c1cccs1 (stereo not given)
    1%	-13%	4%	-34%	5%	1%	-36
C#CCOc1ccc(Br)cc1C(c1c(C)[nH][nH]c1=O)c1c(C)[nH][nH]c1=O
    4%	45µM*	3%	-21%	-5%	8%	-34
Cc1nc2c3ccccc3nc(NNC(=O)CCC(=O)NC3CCCC3)n2n1
    -4%	3%	65%[activator]	-2%	1%[11.5 µM]	1%	-11
O=c1[nH]c(SCc2ccc(Cl)cc2)nc2[nH]ncc12
    3%	-1%	22%	-38%	-3%	-3%	45
O=C(COC(=O)CNC(=O)c1ccccc1)NCCc1ccccc1
    1%	-3%	10%	7%	0%	-2%	-18
O=C1Cc2cc(S(=O)(=O)NCc3ccc(F)cc3)ccc2N1
    /	/	-2%	-33%	/	6%	-7
CCN(CCS(=O)(=O)c1ccc(Br)cc1)Cc1nc2ccccc2c(=O)[nH]1
    /	/	53%[activator]	19%	/	5%	-35
N#Cc1cc2cc3c(cc2nc1N1CCOCC1)OCO3
    ?	0%	25%	-15%	3%	0%	-3
Cc1ccc2c(Cl)cc(Cl)c(OCC(=O)Nc3cccc(S(N)(=O)=O)c3)c2n1
    -1%	-4%	-5%[2.32 µM]	-35%	1%	-6%	-1
COC(=O)c1c(NC(=O)C2=COCCO2)sc(C)c1C
    -23%	0%	0%	-10%	/	-1%	-12
CC(=O)N1CCC(C(=O)Nc2ccccc2)(N(Cc2ccccc2)C(=O)c2cccnc2)CC1
    ?	-6%	0%	11%	-1%	-2%	20
CCOCCCNc1nc(C)nc2c1nnn2Cc1c(F)cccc1Cl
    2%	7%	13%	19%	-1%	9%	?
CCc1nn(C(C)C(=O)N2CCN(c3cccc(C(F)(F)F)c3)CC2)c(=O)c2cc3occc3n12 (stereo not given)
    17%	2%	/	/	/	2%	-8
O=C(CCc1ccccc1)N1CCN(c2ccccn2)CC1
    5%	14%	-9%	-10%	2%	-10%	9
COC(=O)c1sccc1NC(=O)Nc1ccccc1F
    0%	0%	13%	-25%	14µM*	?	9
N#C/C(=C\c1cccs1)C(=O)NCC1CCCO1 (stereo not given)
    -10%	9%	4%	-11%	-6%	-1%	2
CCNC(=S)NNC(=O)c1cc(-c2ccc(OCC)cc2)nc2ccccc12
    9%	9%	44%[activator]	-51%	-17%	-17%	150
Cn1nc(-c2ccc(Cl)cc2)cc1NC(=O)CCCC(=O)O
    -3%	2%	4%	-2%	10%	4%	-7
COc1ccc(Cn2c(N)c(S(=O)(=O)c3cccs3)c3nc4ccccc4nc32)cc1
    1%	-18%	12%	-27%	6%	1%	/

The last four records of the section above open the next one.
Screens in order: AmpC inh detg	Sm TGR inh	AMA1-RON2 inh	AmpC inh no detg	LmPK inh	TbPYK inhibitor	HCMV inh
N#C/C(=C\c1cccs1)C(=O)NCC1CCCO1 (stereo not given)
    -10%	9%	4%	-11%	-6%	-1%	2
CCNC(=S)NNC(=O)c1cc(-c2ccc(OCC)cc2)nc2ccccc12
    9%	9%	44%[activator]	-51%	-17%	-17%	150
Cn1nc(-c2ccc(Cl)cc2)cc1NC(=O)CCCC(=O)O
    -3%	2%	4%	-2%	10%	4%	-7
COc1ccc(Cn2c(N)c(S(=O)(=O)c3cccs3)c3nc4ccccc4nc32)cc1
    1%	-18%	12%	-27%	6%	1%	/
O=C(COc1ccc(F)cc1Br)NCc1nnc2ccccn12
    /	/	6%[11.6 µM]	-15%	/	-14%	-28
O=C(O)CCc1ccc(-c2ccccc2)n1Cc1ccco1
    -15%	32µM*	-1%	-22%	5%	-8%	37
O=C(O)c1cc(S(=O)(=O)N2CCN(S(=O)(=O)c3ccc4ccccc4c3)CC2)ccc1Br
    /	/	10%	-53%	/	1%	7
Cc1cc(C)n(-c2nc3ccccc3c(=O)n2OCC(C)C)n1
    -1%	-11%	-3%	-3%	-7%	-12%	?
CCCn1c(SCC(=O)NC2CC2)nnc1-c1ccccn1
    3%	-5%	-4%	-2%	-6%	-3%	6
CCOc1ccc(N2C(=O)/C(=C/c3ccccc3OCC(=O)OC)N(CC(=O)OC)C2=S)cc1
    ?	/	-15%	70%[activator]	5%	-19%	15
CC1Sc2ccc(S(=O)(=O)N(C)Cc3ccccc3)cc2NC1=O (stereo not given)
    0%	3%	0%	227%	-12%	4%	?
CN1C(C(=O)Nc2ccc(F)cc2F)=CC(c2cccs2)=NS1(=O)=O
    -13%&0%	8%&-10%	0%	-34%	-7%	8%&1%	16&2
O=C(NCCc1ccccc1Cl)C1CCC(=O)N(Cc2cccc(C(F)(F)F)c2)C1 (stereo not given)
    2%	5%	-3%	143%[activator]	-11%	-10%	-20
Cc1ccc(-c2cc(C(=O)O)n[nH]2)s1
    2%	-10%	-8%	-9%	-5%	4%	-29
O=C(OCn1nnc2ccccc2c1=O)c1ccc2ncsc2c1
    1%	2%	7%	-4%	0%	-5%	31
COc1ccc(S(=O)(=O)N2CCN(C(=O)c3cc4c(s3)CCC4)CC2)cc1
    /	/	-12%	2%	/	-2%	-78*
Cc1cc(C)c(S(=O)(=O)NCC(c2ccco2)N2CCN(c3ccccc3)CC2)c(C)c1 (stereo not given)
    4%	7%	/	/	/	-1%	2
Cc1ccc2nc(-c3ccc(Cl)cc3)c(Cc3ccccc3C(F)(F)F)n2c1
    /	/	-7%	/	/	0%	-21
CCOc1ccccc1-n1c(SCC(=O)NC2CCCC2)nnc1-c1ccoc1C
    1%	1%	12%	40%	1%	-7%	-37
Cc1cccc(C)c1N1CCN(c2cc(Cl)nc(N)n2)CC1
    -12%	22%	-9%	-24%	2%	13%	-8
Cc1cc(N)c(C)c([N+](=O)[O-])c1C
    10%	4%	-19%	-14%	7%	3%	0
COc1ccc(-c2csc(NC(=O)c3cc(C)oc3C)n2)cc1OC
    0%	-1%	-9%	93%[activator]	-1%	-2%	-8
CCn1c(SCC(=O)NCCc2ccccc2)nc2sc3c(c2c1=O)CCN(C)C3
    3%	-3%	-16%	31%	5%	4%	13
N#CC(C(=O)c1ccc(S(=O)(=O)N2CCCCCC2)cc1)c1nc2ccccc2[nH]1 (stereo not given)
    ?	0%	5%	-38%	5%	-14%	-14
CC(=O)c1ccc(N2C(=NC(=O)CCC3CCCC3)SC3CS(=O)(=O)CC32)cc1 (stereo not given)
    3%	7%	1%	-1%	5%	0%	-26
CS(=O)(=O)N(CCc1ccccc1)CC(=O)NCc1ccccn1
    -19%	5%	1%	-5%	2%	-10%	2
Cc1ccccc1/C=C1\C(=O)Nc2ccc(F)cc21
    -1%	-17%	-6%	-27%	1%	-1%	?
O=C(Nc1ccc(F)c(F)c1)C1CCCN(S(=O)(=O)c2cnc[nH]2)C1 (stereo not given)
    -4%	0%	2%	-4%	-9%	-5%	/
